# GRP78 ERSR act = inducers of ER stress response in human glioma cells | U87-MG GRP78 promoter luciferase reporter, 16 h | Potency, µM, for the others: at the top dose activation, hits mostly activators | actives 0.02% (n = 420,000); also: potency is read from the fitted curve at half-maximal effect; series mostly up to about 76 µM; % of control where 0% means no effect; nearly all actives have a fitted effect of over 35% in size
#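 Stably transfected U87-MG human glioma cells carrying a GRP78-based luminescent sensor were seeded at 1000 cells/well, pin-dosed with compounds and incubated 16 h. Luciferase reagent was then added, and end-point luminescence was read after 10 min at room temperature.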
# LDHA block = blocks human lactate dehydrogenase A. P00338. purified LDHA, NADH/diaphorase-resazurin fluorescence; active compounds read low. activity change, % (values are at about 110 or 230 µM). actives 0.15% (n = 480,000). AID 1347041; in the data active = activity change below about -30%; inconclusive = mostly about -25% to -30%;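 also: plate controls were DMSO wells for no effect and wells without enzyme for full effect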
#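 LDH5 2 nM; NADH 0.06 mM, pyruvate 0.2 mM; 200 mM Tris pH 7.4, EDTA, Tween-20; 5 min RT. Detection: diaphorase 0.133 mg/mL + resazurin 37 µM, fluorescence ex540/em590 at 0 and 20 min; normalized to enzyme-free and DMSO wells.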
# POLK inh = inhibitors of human DNA polymerase kappa; Q9UBT6; purified Pol kappa, fluorescent DNA synthesis assay, 10 min; Potency, µM (doses to about 107 µM), for inactives: at the highest dose activity, negative = inhibition, hits mostly inhibitors; actives 0.53% (n = 400,000); AID 588579; also: potency is read from the fitted curve at half-maximal effect; % is scaled to controls: 0 for no effect and ±100 for the full control effect
# Target sequence (Q9UBT6 whole entry, looked up): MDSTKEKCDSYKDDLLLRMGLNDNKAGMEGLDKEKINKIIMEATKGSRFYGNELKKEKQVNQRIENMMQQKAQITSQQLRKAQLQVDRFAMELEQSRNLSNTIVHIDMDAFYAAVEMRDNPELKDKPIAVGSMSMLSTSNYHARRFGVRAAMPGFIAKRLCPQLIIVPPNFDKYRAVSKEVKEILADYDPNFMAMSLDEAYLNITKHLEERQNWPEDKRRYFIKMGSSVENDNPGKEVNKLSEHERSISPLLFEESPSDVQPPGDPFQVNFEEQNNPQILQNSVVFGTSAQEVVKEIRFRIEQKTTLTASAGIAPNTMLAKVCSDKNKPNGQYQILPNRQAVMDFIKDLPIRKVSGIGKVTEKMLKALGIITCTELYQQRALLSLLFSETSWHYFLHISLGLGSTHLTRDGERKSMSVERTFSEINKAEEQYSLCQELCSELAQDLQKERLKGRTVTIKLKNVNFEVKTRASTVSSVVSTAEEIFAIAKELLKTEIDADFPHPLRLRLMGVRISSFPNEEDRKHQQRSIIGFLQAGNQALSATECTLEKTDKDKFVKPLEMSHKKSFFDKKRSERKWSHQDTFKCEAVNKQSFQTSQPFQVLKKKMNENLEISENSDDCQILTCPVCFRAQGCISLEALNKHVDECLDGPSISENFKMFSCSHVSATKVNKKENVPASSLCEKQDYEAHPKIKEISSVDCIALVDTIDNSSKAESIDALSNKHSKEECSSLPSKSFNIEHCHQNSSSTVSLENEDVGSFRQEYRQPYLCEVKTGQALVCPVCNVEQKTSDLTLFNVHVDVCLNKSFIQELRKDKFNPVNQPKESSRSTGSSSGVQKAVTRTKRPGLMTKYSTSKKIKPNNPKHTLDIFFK
#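 Inhibition of 10 nM Pol kappa is measured by a fluorescent read-out at 0 and 10 min following addition of 50 nM substrate (final), with a 15-min room-temperature compound preincubation.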
# BLM inh = inhibitors of human Bloom syndrome helicase BLM; Potency, µM (top dose mostly 56.1 µM), inactives show at the highest dose activity change, negative = inhibition, most hits filed as inhibitors; P54132; actives 0.2% (n = 350,000); recombinant BLM DNA unwinding, fluorescence dequenching;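 also: potency is read from the fitted curve at half-maximal effect; plate controls were vehicle for no effect and no enzyme for full effect; nearly all actives have a fitted effect of over 35% in size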
# An asterisk follows results filed as active; ? = inconclusive; / = not tested or not shown; [ ] = dose if it differs, or a comment. Unless noted, calls follow the shape of the dose curve; as a rule, active = well fitted curve in the direction sought with a large enough effect; inconclusive = small, poorly fitted or top-dose-only effect, or another doubt; inactive = no such curve, though single readings can be large; an effect the other way counts as inactive or inconclusive. Only part of the results is shown; the hit share may differ from the screen's.
molecule,GRP78 ERSR act,LDHA block,POLK inh,BLM inh
C#Cc1cccc(Nc2ncnc3cc(OCCOC)c(OCCOC)cc23)c1,-3%,/,-14%[60.1 µM],-4%
CC(=O)N[C@@H]1C(O[C@H]2O[C@H](C(=O)O)C(O)[C@H](O)[C@H]2O)[C@H](O)[C@@H](CO)O[C@H]1O[C@@H]1C(C(=O)O)O[C@@H](O[C@H]2[C@H](O)[C@@H](CO)OC(O)[C@@H]2NC(C)=O)[C@H](O)[C@H]1O (some centres not stated),-4%,/,-6%[19.4 µM],1%
NC(=O)[C@@H]1CCCN1C(=O)[C@H](Cc1cnc[nH]1)NC(=O)[C@@H]1CCC(=O)N1,-2%,/,2%[60.1 µM],-6%
CC(C)Cc1ccc(CC(=O)O)cc1,-6%,/,3%[60.1 µM],1%
Cc1cccc(C)c1NC(=O)CC12CCCN1CCC2,-4%,/,6%[19.4 µM],2%
OCCCNc1ccccc1,-5%,/,5%[19.4 µM],3%
CN1C(C(=O)Nc2ccccn2)C(=O)c2sc(Cl)cc2S1(=O)=O (configuration not stated),-2%,/,-10%[60.1 µM],-8%
Cc1ccc2c(Br)cc(Br)c(O)c2n1,?,/,-4%[19.4 µM],-2%
Cc1c(C(=O)NN2CCCCC2)nn(-c2ccc(Cl)cc2Cl)c1-c1ccc(Cl)cc1,3%,/,-11%[60.1 µM],-4%
Cc1ncc(COP(=O)(O)O)c(C=O)c1O,-3%,/,1%[60.1 µM],1%
CCCCCCCCCCCCCC[N+](C)(C)C,-12%,/,-5%[19.4 µM],-2%
CCCCC(CC)COS(=O)(=O)O (configuration not stated),1%,/,-2%[19.4 µM],3%
Nc1ccc(S(=O)(=O)Nc2ccccc2)cc1,-3%,/,2%[19.4 µM],5%
CCCCn1c(-n2nc(C)cc2C)nc2c1c(=O)n(CC(=O)OC)c(=O)n2C,/,9,/,/
Cc1ccc2nc(C)c(CC=C(Cl)Cl)c(Cl)c2c1,/,8,/,/
CC(OC(=O)c1n[nH]c(=O)c2ccccc12)C(=O)NCc1ccccc1 (configuration not stated),/,-3,/,/
Cc1ccc2c(c1)cc(C(=O)N1CCc3ccccc3C1)n2C,/,16,/,/
O=C(CN1CCN(c2ccc(O)cc2)CC1)N(Cc1cccs1)C1CCS(=O)(=O)C1 (configuration not stated),/,55,/,/
O=C(c1cc2c(s1)CCC2)N1CCN(S(=O)(=O)c2ccccc2)CC1,/,1,/,/
CCOC(=O)C(=O)Nc1ccc(NC(C)=O)cc1,/,-9,/,/
CCC(Oc1ccccc1)C(=O)Nc1nn2c(-c3ccc(OC)c(OC)c3)nnc2s1 (configuration not stated),/,1,/,/
CCCCNC(=S)N/N=C1/CC(C)CC(C)(C)C1 (configuration not stated),/,5,/,/
CCCS(=O)(=O)N1CCc2ccc(NC(=O)NC)cc21,/,6,/,/
Cc1ccc(NC(NC(=O)c2ccccc2C)C(Cl)(Cl)Cl)c(C)c1 (configuration not stated),/,0,/,/
Cc1ccnc(NC(=O)N2CCN(c3cccc(C(F)(F)F)c3)CC2)c1,/,-1,/,/
O=S(Cc1ccc(Cl)cc1)Cc1ccccc1F (configuration not stated),/,2,/,/
COc1ccccc1/C(C#N)=C\c1ccccc1Cl,/,8,/,/
CCc1ccc(Cn2nccc2NC(=O)C2CCN(S(=O)(=O)c3ccccc3)CC2)cc1,/,14,/,/
CC(NC(=O)c1cccc(N(C)C)c1)c1ccccc1 (configuration not stated),/,-1,/,/
CCN(CC)S(=O)(=O)c1ccc(S(=O)(=O)Nc2ccc(SC#N)cc2F)cc1,/,0,/,/
CCOc1ccc(/C(O)=C2\C(=O)C(=O)N(Cc3ccco3)C2c2ccccc2)cc1Cl (configuration not stated),/,7,/,/
O=C1CCCC2=C1C(c1ccc(OCc3ccc([N+](=O)[O-])cc3)c(Cl)c1)C1=C(CCCC1=O)O2,/,-2,/,/
CC(NC(=O)c1nn(C)c(=O)c2ccccc12)c1ccc(-c2ccccc2)cc1 (configuration not stated),/,0,/,/
CCOc1ccc(NC(=O)NC2CCN(c3nc4ccccc4s3)CC2)cc1,/,2,/,/
Cc1ccc(/C=C(/C#N)C(=O)C(C)C)c(C)c1,/,5,/,/
CC(=O)c1ccc(/C=C/C(=O)O)o1,/,1,/,/
O=C1CCCN1c1cccc(-c2csc(-c3ccccc3)n2)c1,/,0,/,/
c1cncc(-c2nc(Sc3ccc4c(c3)OCCCO4)c3ccccc3n2)c1,/,12,/,/
Cc1c(NC(=O)c2ccccc2)cccc1-c1nc2ccccc2o1,/,-4,/,/
Cc1c(C#N)c(NC(=O)CSc2nnnn2C)n(CC2CCCO2)c1C (configuration not stated),/,-21,/,/
O=Cc1cccn1C(Cc1ccccc1)C(=O)O (configuration not stated),/,2,/,/
NC(=S)N/N=C1\CCCCC1c1nccc2ccccc12 (configuration not stated),/,1,/,/
Cc1ccc(CNC(=O)c2sccc2C)cn1,/,9,/,/
O=C(NCc1ccc2c(c1)OCO2)c1cccc(N2CCCN(Cc3ccc(F)cc3)C2=O)c1,/,2,/,/
Cc1nc(-c2ccccc2)sc1C(=O)Nc1ccncc1,/,13,/,/
C[Si](C)(C)C#C/C=C/S(=O)(=O)c1ccccc1,/,6,/,/
COc1cccc(C(CNC(=O)c2ccc(S(=O)(=O)Nc3ccc(C)cc3)cc2)N(C)C)c1 (configuration not stated),/,-1,/,/
Cc1ccc(Cl)cc1N1CCN(CC(=O)NC2CC2)CC1,/,2,/,/
CCCNc1nc2ccccc2nc1C(=O)Nc1cc(C)ccc1OC,/,6,/,/
CC(=O)N1N=C(c2ccsc2)CC1c1ccc2nccnc2c1 (configuration not stated),/,-5,/,/
O=C(NCc1ccnc(OCC(F)(F)F)c1)c1cccs1,/,-24,/,/
O=C(NC(Cc1ccccc1)C(=O)Nc1ccc2c(c1)CCC2)c1ccco1 (configuration not stated),/,5,/,/
N#Cc1cccc(NC(=O)c2nn(-c3ccccc3)c(=O)c3ccccc23)c1,/,-8,/,/
COC(=O)c1sccc1S(=O)(=O)Nc1ccc(OC(F)F)cc1,/,9,/,/
CCOCCCNCc1ccccc1Cl,/,-5,/,/
CCCc1cc(=O)oc2cc(OCC(N)=O)ccc12,/,-2,/,/
COc1ccc(-c2nc(C#N)c(NCCN3CCOCC3)o2)cc1,/,16,/,/
O=c1c2nccnc2nc(SCc2cccc(F)c2)n1Cc1ccc2c(c1)OCO2,/,6,/,/
Cn1ncc2c(NC3CCC(c4ccccc4)CC3)ncnc21 (configuration not stated),/,8,/,/
Cc1ccc([N+](=O)[O-])cc1C#Cc1ccccc1,/,5,/,/

# Remaining list, next part
molecule,GRP78 ERSR act,LDHA block,POLK inh,BLM inh
Cc1ccc(-c2cc(=O)c3cc(F)ccc3o2)cc1,/,-11,/,/
Cc1ccc2nc(/C=C/c3ccc([N+](=O)[O-])cc3)ccc2c1,/,13,/,/
COC(=O)c1ccc(/C=N/OCc2ccccc2Cl)cc1,/,-2,/,/
O=C(O)C/C(=C/c1ccc(Cl)cc1Cl)c1nc2ccccc2o1,/,2,/,/
Cc1ccc(NC(=O)C(C)N(C)Cc2ccc3ccccc3c2)c(C)c1 (configuration not stated),/,-2,/,/
COc1cccc(C(=O)Nc2c(NC3CCCC3)c3ccccc3oc2=O)c1,/,5,/,/
CC(Oc1ccccc1Cl)C(=O)NCc1csc(-c2ccccc2)n1 (configuration not stated),/,7,/,/
Clc1ccc(Nc2ncnc3c2oc2ccc(Br)cc23)cc1,/,2,/,/
CCCc1nc(SC)ncc1C(=O)NCCc1ccc(Cl)cc1,/,7,/,/
CCOC(=O)C(=O)CC(=O)c1ccc(Cl)cc1Cl,/,4,/,/
C/C(=C\c1ccc2c(c1)OCCO2)C1Nc2cccc3cccc(c23)N1,/,4,/,/
COC(=O)COc1ccc2c(=O)c(-c3ccc(Cl)cc3)c(C)oc2c1,/,1,/,/
CCc1sc(C(=O)NCC(C)C)cc1C,/,0,/,/
O=C(CCc1cccs1)Nc1ccc(N2CCOCC2)cn1,/,3,/,/
Cc1ccc(-c2coc3cc4oc(=O)cc(-c5ccccc5)c4cc23)cc1,/,-2,/,/
CC1CCN(c2oc(COc3cccc(Cl)c3)nc2C#N)CC1,/,-1,/,/
O=C(CN1CCCCC1)Nc1oc2ccccc2c(=O)c1-c1ccccc1,/,-10,/,/
CCOc1ccc(C2CC(=O)NC3=C2C(=O)CC(C)(C)C3)cc1 (configuration not stated),/,0,/,/
O=C(/C=C/c1ccc(F)cc1)NCCc1ccccn1,/,-7,/,/
CC(NC(=O)CSc1nnc(COc2ccccc2Cl)n1C)c1ccc2c(c1)OCO2 (configuration not stated),/,-5,/,/
Cc1cccc(C)c1N1C(=O)c2ccccc2NC(=O)C1C(=O)Nc1ccc(N2CCOCC2)cc1 (configuration not stated),/,9,/,/
O=C(NC1CCCC1)C(c1ccc(F)cc1)N1CCC(O)(c2ccc(Cl)cc2)CC1 (configuration not stated),/,3,/,/
CC(C)c1ccc(-n2ccnc(NCc3ccc(F)cc3)c2=O)cc1,/,-1,/,/
O=C(CCc1ncc(-c2ccccc2)o1)NCC(c1ccccc1)N1CCCC1 (configuration not stated),/,-8,/,/

# Whole records from above:
# Results for O=C(CN1CCCCC1)Nc1oc2ccccc2c(=O)c1-c1ccccc1 : GRP78 ERSR act = /; LDHA block = -10; POLK inh = /; BLM inh = /
# Results for O=C(CCc1cccs1)Nc1ccc(N2CCOCC2)cn1 : GRP78 ERSR act = /; LDHA block = 3; POLK inh = /; BLM inh = /

# (list continues)
molecule,GRP78 ERSR act,LDHA block,POLK inh,BLM inh
O=C1NC[C@H](CCCCN2C[C@H](Cc3ccccc3)N(CCC3CCCCC3)C(=O)C2=O)N(CCc2ccccc2)C1=O,/,-4,/,/
COc1ccc(NC(=O)c2sc3ncnc(N(C)c4ccccc4)c3c2C)cc1Cl,/,9,/,/
O=C(Nc1nc(-c2ccco2)cs1)c1ccccc1Br,/,-7,/,/
C/C(=N/Nc1ccc(S(N)(=O)=O)cc1[N+](=O)[O-])c1ccc(Cl)cc1Cl,/,3,/,/
CCOc1ccc(C(C)NC(=O)Cc2nn(C)c(=O)c3ccccc23)cc1 (configuration not stated),/,4,/,/
COc1ccc(OCCNC(=O)Cc2c[nH]c3ccccc23)cc1,/,11,/,/
COc1cccc(/C=N/O)c1OC,/,6,/,/
O=C(Nc1nc2ccccc2[nH]1)c1cccc(S(=O)(=O)N2CCc3ccccc32)c1,/,-3,/,/
Cc1ccccc1Nc1nc(NCc2ccco2)nc2c1cnn2-c1ccccc1,/,4,/,/
COc1ccc(Cl)cc1NC(=O)CSCc1ccc(Br)cc1,/,4,/,/
COc1cc(C(=O)C(=O)N2CCN(c3ccccc3)CC2)cc2ccccc12,/,4,/,/
COc1ccc(NC(=O)Cn2cnc3c(nnn3Cc3ccc(C)cc3)c2=O)c(OC)c1,/,-3,/,/
N#Cc1nc(COc2ccc(F)cc2)oc1NCc1ccco1,/,-1,/,/
O=C1CC(c2ccc(OCc3ccc(F)cc3)cc2)c2cn[nH]c2N1 (configuration not stated),/,0,/,/
CC(OC(=O)c1ccc(O)cc1)C(=O)C12CC3CC(CC(C3)C1)C2 (configuration not stated),/,10,/,/
O=C(CSC1CCc2ccccc2NC1=O)Nc1ccc(CCO)cc1 (configuration not stated),/,-5,/,/
CCC(C)N1CCN(C(=O)c2cccc(Cl)c2)CC1 (configuration not stated),/,-1,/,/
N#C/C(=C/c1ccccc1OCc1ccccc1)c1ccccc1F,/,1,/,/
CC(C)C(NC(=O)c1ccccc1Cl)c1nnc(SCC(=O)c2ccccc2)n1C (configuration not stated),/,-3,/,/
Cc1c(-c2cc(C(F)F)c3c(C4CC4)nn(C)c3n2)cnn1C,/,2,/,/
COc1ccc(CN(C(=O)c2cccc(C#N)c2)C2CC2)cc1,/,-2,/,/
Cc1nn(C)c(C)c1NC(=O)c1nn(C)cc1Br,/,-5,/,/
CCOc1ccc2c(c1)cc(C(=O)Nc1ccc(F)cc1)n2C,/,5,/,/

# From PubChem BioAssay
